RBX1-CUL1 inh: inhibitors of human ROC1-CUL1 ubiquitin ligase activity | 0.6% of 140,000 active | in vitro K48 di-Ub FRET, acceptor:donor ratio, 45 min | inhibition, % at 10 µM | E3 ubiquitin-protein ligase RBX1 (Homo sapiens) + Cullin-1 (Homo sapiens), P62877+Q13616; in the data active = inhibition above about 25%
Target sequence (P62877 whole entry, looked up): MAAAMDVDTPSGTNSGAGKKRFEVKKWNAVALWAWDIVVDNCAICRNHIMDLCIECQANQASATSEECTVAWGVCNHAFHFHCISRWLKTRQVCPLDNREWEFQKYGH
Target sequence (Q13616 whole entry, looked up): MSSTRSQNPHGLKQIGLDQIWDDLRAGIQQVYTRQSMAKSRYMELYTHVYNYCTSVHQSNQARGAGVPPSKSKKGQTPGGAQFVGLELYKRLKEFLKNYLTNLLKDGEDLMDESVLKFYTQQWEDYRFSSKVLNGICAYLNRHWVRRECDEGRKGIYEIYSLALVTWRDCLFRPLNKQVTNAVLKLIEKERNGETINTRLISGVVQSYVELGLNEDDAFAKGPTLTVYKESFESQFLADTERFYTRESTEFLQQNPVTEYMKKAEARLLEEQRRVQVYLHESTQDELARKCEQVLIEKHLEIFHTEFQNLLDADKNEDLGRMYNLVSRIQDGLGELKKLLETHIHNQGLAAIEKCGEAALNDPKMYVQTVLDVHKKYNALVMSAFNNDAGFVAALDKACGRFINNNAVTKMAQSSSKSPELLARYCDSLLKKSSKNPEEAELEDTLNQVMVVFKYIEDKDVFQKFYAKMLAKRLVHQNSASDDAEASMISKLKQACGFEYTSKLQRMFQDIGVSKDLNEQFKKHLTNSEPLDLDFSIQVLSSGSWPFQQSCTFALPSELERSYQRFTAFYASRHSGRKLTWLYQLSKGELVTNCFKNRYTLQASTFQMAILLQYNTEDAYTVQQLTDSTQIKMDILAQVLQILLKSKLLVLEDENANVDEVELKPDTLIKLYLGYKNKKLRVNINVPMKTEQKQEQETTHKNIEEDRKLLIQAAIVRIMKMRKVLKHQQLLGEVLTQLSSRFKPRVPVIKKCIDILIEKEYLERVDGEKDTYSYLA
Starred values were filed as active, the others as inactive.

SMILES	RBX1-CUL1 inh
Cc1nc(N2C(=O)C(=O)C(C(=O)c3cccs3)C2c2cccc(Br)c2)sc1C (configuration not stated)	3
CC(C)NC1CCCc2nc(N(C)C)ncc21 (configuration not stated)	5
Cc1c(NC(=O)CCCc2ccccc2)cccc1NC(=O)CCCc1ccccc1	9
COc1ccc(OC)c(-c2nc3cc4ccccc4cc3nc2-c2ccccc2)c1	-10
CN(C)c1ccc(NC(=O)Cc2ccc(F)cc2)cc1	4
Cc1cc(NC(=O)Cn2cc(-c3nccc(N4CCC(O)C4)n3)cn2)n(C)n1 (configuration not stated)	6
CCc1cc(Br)ccc1NC(=O)c1c(CC)noc1C	8
Cc1ccc(OC(C)C(=O)Nc2cc(C)on2)cc1 (configuration not stated)	1
CCOc1ccc(NS(=O)(=O)c2ccc(C(=O)N(C)C)s2)cc1	-3
FC(F)(F)C1(C(F)(F)F)N=C(c2ccncc2)OC(N2CCCCC2)=N1	-7
COCCNC(=O)c1ccc(OC2CCN(CC3CCOC3)CC2)c(Cl)c1 (configuration not stated)	-4
COC(=O)c1c(NC(=O)/C=C/c2ccc(OC)c(OC)c2)sc2c1CCC2	0
NSc1nc(N)c2nc(-c3ccccc3)c(-c3ccccc3)nc2n1	5
Cc1cc(OCC(=O)N/N=C/c2ccccc2OC(=O)c2ccc3c(c2)OCO3)ccc1Cl	8
CCCC(CCC)C(=O)NC1CCN(C(=O)C(CCC)CCC)CC1	-7
COC(=O)c1onc(-c2ccccc2)c1C(=O)OC	2
CCOc1ccccc1NC(=O)c1nnn(CC(=O)Nc2ccc(OC)c(OC)c2)c1N	1
COC(=O)c1cccc(NC(=O)Cc2ccccc2)c1	-4
Cc1ccnc(NC(=O)CC(C)C)n1	3
O=C1NC(N2CCOCC2)=N/C1=C\c1ccco1	5
O=C(NCCN1CCOC1=O)c1cc(Cn2ccc3ccccc32)[nH]n1	-3
CCCNC(=O)c1ccc(Cl)c(Cl)c1	0
COc1cc(NC(=O)c2nc3ccccc3nc2N2CCCCC2)cc(OC)c1OC	-5
COc1ccc(CNC(=O)c2cnc3sc(N4CCCC4)nn3c2=O)cc1OC	-2
COC(=O)c1cccc(C(=O)N2CCC(C(Cc3ccc(F)cc3F)N(C)C(=O)C3CC3)CC2)c1 (configuration not stated)	-2

Further structures follow:
SMILES	RBX1-CUL1 inh
CCOC(=O)C1CCCN(C(=O)c2ccc3c(c2)N(Cc2cccc(Cl)c2)C(=O)c2ccccc2S3(=O)=O)C1 (configuration not stated)	-6
Cc1ccc(C)c(CN2CCCN(Cc3ccc(F)cc3)S2(=O)=O)c1	0
Cc1cc(C)cc(N2C(=O)CC(c3ccc(C(F)(F)F)cc3)C3=C2COC3=O)c1 (configuration not stated)	4
CCOc1cccc(CNCCNC(=O)c2nonc2N)c1	-1
COc1ccc(OCC(=O)Nc2cccc(C(=O)OCc3cc(=O)n4nc(C)sc4n3)c2)cc1	-1
CCOc1cc(C2C3=C(CC(c4ccc(OC)c(OC)c4)CC3=O)N=C(C)C2C(=O)OCc2ccccc2)cc(Br)c1O (configuration not stated)	0
S=C(NCCc1ccccc1)N1CCCC1	2
C=CCSc1nc2ccccc2c2nc(-c3ccncc3)nn12	-7
CC(C)Sc1ccccc1C(=O)N1CCN(c2ccccc2F)CC1	9
CS(=O)(=O)N1CCC(C(=O)Nc2ccc(Oc3ccccc3)cc2)CC1	8
CCn1nc(C)c(/C=N/NC(=O)c2ccc3c(c2)OCO3)c1C	1
CC(C)CCN1CCOc2ccc(C(O)Cc3ccccc3)cc2C1 (configuration not stated)	3
CC(C)NC(NC(=O)c1ccc(C(C)(C)C)cc1)C(Cl)(Cl)Cl (configuration not stated)	-5
O=C1c2sccc2-c2ccsc21	8
COc1cc(C(=O)NC2CCCN(CCc3ccccc3)C2)cc(OC)c1OC (configuration not stated)	8
Cc1ccc(NC(=O)C(Cc2ccccc2)N2C(=O)C3C4C=CC(C4)C3C2=O)cc1C (configuration not stated)	2
O=C1Nc2ccc(F)cc2C(=O)C1(Cl)Cl	-6
CCCN(CCC)S(=O)(=O)c1ccc(C(=O)Nc2ccc(OC)cc2)cc1	11
CSc1cc(C)nc(NC(C)=O)n1	-1
CCN(CC)S(=O)(=O)c1nnc(NC(=O)COc2ccc(C)cc2)s1	2
O=S(=O)(c1ccc(Cl)cc1)C12Cc3ccccc3C1C1CCCCC12 (configuration not stated)	5
Cc1ccc(C(=O)c2nsc(Cl)c2Cl)cc1	-3
c1ccc2c(c1)CC1(CCCCC1)n1nnnc1-2	-4
CCc1nnc(NC(=O)c2sc3nc4c(C)cccc4cc3c2N)s1	11
NS(=O)(=O)c1cc(Cl)c(NC(=S)NC(=O)c2ccccc2)c(Cl)c1	0

Six compounds drawn at random from those above, as already listed:
SMILES	RBX1-CUL1 inh
Cc1ccc(C(=O)c2nsc(Cl)c2Cl)cc1	-3
Cc1ccc(NC(=O)C(Cc2ccccc2)N2C(=O)C3C4C=CC(C4)C3C2=O)cc1C (configuration not stated)	2
c1ccc2c(c1)CC1(CCCCC1)n1nnnc1-2	-4
O=S(=O)(c1ccc(Cl)cc1)C12Cc3ccccc3C1C1CCCCC12 (configuration not stated)	5
CCn1nc(C)c(/C=N/NC(=O)c2ccc3c(c2)OCO3)c1C	1
C=CCSc1nc2ccccc2c2nc(-c3ccncc3)nn12	-7

(more compounds)
SMILES	RBX1-CUL1 inh
CCOC(=O)c1ccc(NC(=O)CC2C(=O)N(c3ccc(F)cc3)C(=O)N2Cc2cccnc2)cc1 (configuration not stated)	0
CCOC(=O)c1c(NS(=O)(=O)c2cccc(OC)c2)sc2c1CCC2	10
CC1CCCN(S(=O)(=O)c2ccc(NC(=O)c3ccc(Cl)cc3)cc2)C1 (configuration not stated)	3
CSc1ccc(CC2(CCC(=O)NCCC(c3ccc(F)cc3)c3ccco3)CCC(=O)N2)cc1 (configuration not stated)	7
CCCc1ccc(S(=O)(=O)NC(C)(C)C)cc1	2
Cc1cc(Cl)c(S(=O)(=O)Nc2ccc(Cl)cn2)cc1OCC(N)=O	-8
Cc1ccc(CCC(=O)NC23CC4CC(CC(C4)C2)C3)cc1	7
CCOC(=O)c1c(C)c(-c2ccccc2)n(CC(=O)Nc2ccc(OCC)cc2)c1C	8
CCOc1ccc2cc(/C=C/C(=O)c3ccco3)c(Cl)nc2c1	5
Cc1nn(C)c(I)c1I	13
CCOC(=O)c1[nH]c2ccccc2c1NC(=O)c1ccc(OC)c(OC)c1	-8
CCCCCn1c(-c2ccc(OC)c(OC)c2)nc2ccccc21	-6
CCCC12CN3CC(CCC)(CN(C1)C3c1ccc(F)cc1)C2=O (configuration not stated)	-9
Cc1ccc(NC(=O)CCNS(=O)(=O)c2cccs2)cc1F	-2
CCc1nc(C)ccc1OCC(=O)N1CCN(c2cnn(C)c(=O)c2)CC1	12
c1coc(C2Nc3c(ccc4ccccc34)C3OCCC23)c1 (configuration not stated)	-8
O=C(Nc1ccc2oc(-c3cccc(F)c3)nc2c1)c1cc2ccccc2o1	3
Cc1ccc(-c2nc(SCC(=O)N3CCc4ccccc43)c3c(=O)n(C)c(=O)n(C)c3n2)cc1	10
c1cnc2c(SSc3cccc4cccnc34)cccc2c1	-2
COc1cc(OC)c(NC(=O)C(NS(=O)(=O)c2cccc3nsnc23)c2ccccc2)cc1Cl (configuration not stated)	-1
CC(=O)CSc1nc2sc(C)c(C)c2c(=O)n1-c1ccccc1	-6
Cc1nc(NCc2nc(-c3ccccc3)n[nH]2)cc(C2CCCNC2)n1 (configuration not stated)	0
CC(C)c1ccc(NC(=O)c2ccc3oc(=O)c(S(=O)(=O)c4ccc(F)cc4)cc3c2)cc1	-1
O=C(CN1CCCCC1)N1CCn2c3c(c4cc(C5CCCCC5)ccc42)CCCC31 (configuration not stated)	1
COc1ccc(CCNS(=O)(=O)c2c(C)cc(C)cc2C)cc1OC	8

Remaining list, next part.
SMILES	RBX1-CUL1 inh
CCN(CC)C(C)C(=O)Nc1c2c(cc3c1CCC3)CCC2 (configuration not stated)	-5
CCCOc1ccc(C(=O)Nc2ccc(-c3cc4ccccc4oc3=O)c(C)c2)cc1	3
O=S(=O)(Nc1cccc2c1CCCC2)c1cccc(C(F)(F)F)c1	-3
COc1cccc(-c2nc(C(N)=O)c3c(n2)n(-c2ccc4c(c2)OCO4)c(=O)n3C)c1OC	-2
CCN(C(=O)c1cc2c(s1)-c1ccccc1OC2)c1cc(Cl)ccc1OC	-5
CCCCCCc1cc2cc(C(=O)Nc3ccccc3)c(=O)oc2cc1O	5
O=C(Nc1cccc(C(=O)OCc2cc(=O)n3nc(C4CC4)sc3n2)c1)c1cccc(F)c1	-4
Cc1c(C(=O)O)cccc1-c1ccc(CC2=NC(=O)N(c3ccc(Cl)cc3)C2=O)o1	1
Cc1c(C)n(Cc2ccccc2)c2ccc(C(=O)NCCc3ccccc3Cl)cc12	-2
Cc1ccccc1NC(=O)CSCn1nnc2c(=O)[nH]c(Cc3ccc(F)cc3)nc21	-8
COCCCN1C(=O)CC(CC(=O)N(C)Cc2ccco2)(c2ccccc2Cl)C1=O (configuration not stated)	12
COc1ccc(C(=O)OCC(=O)c2ccc(C3CCCCC3)cc2)cc1	6
CO[C@H]1[C@H](NC(=O)CSC)c2ccccc2C12CCN(Cc1cnc(N(C)C)s1)CC2	2
CCCC(=O)Nc1cccc(C(C)=O)c1	-3
O=C(Nc1nc(-c2ccccn2)cc2ccccc12)c1cccc(Cl)c1	6
CCOc1ccccc1/C=C1/SC(=Nc2ccc(C)cc2)N(C)C1=O	4
COCc1nnc(NS(=O)(=O)c2c(C)cc(C)cc2C)s1	4
CCOc1ccccc1NC(=O)CC(O)(C(F)(F)F)C(F)(F)F	1
CCOC(=O)N1CCC(NC(=O)c2cnn(-c3ncc4c(n3)-c3ccccc3CCC4)c2C)CC1	-5
CCCCN1C(=O)C(=Cc2ccco2)C(=O)N(CCCC)C1=S	99*
OC(CNCc1ccco1)c1ccccc1 (configuration not stated)	1
Nc1nc(SCc2ccc(Br)cc2)nc2sc3c(c12)CCC3	3
COc1ccc(-c2nc3c(c(SCCO)n2)COC(C)(C)C3)cc1	12
COc1ccc(CC2(CO)CCN(Cc3cccc(C(C)=O)c3)CC2)cc1	-1
C=CCn1c(SCC(=O)Nc2sc3c(c2C(=O)OC)CCC3)nc2scc(-c3ccc(C)o3)c2c1=O	3

Additional entries:
SMILES	RBX1-CUL1 inh
Cc1sc2nc(SCC(=O)Nc3cc(Cl)ccc3Cl)n(Cc3ccco3)c(=O)c2c1C	-1
CCOC(=O)c1ccc(-c2c(Cl)cc(NC(C)=O)cc2Cl)o1	3
COc1ccc(S(=O)(=O)N2CCC(C(=O)N3CCCC3)CC2)cc1Cl	6
COc1cc(OC)c(NC(=O)N2CCN3CCCCC3C2)cc1Cl (configuration not stated)	-9
CCc1nn(CC(=O)NCCCN2CCN(CC)CC2)c(=O)c2cc3occc3n12	-9
CSc1nc(-c2ccccc2)c2cc(Cl)ccc2n1	-8
O=C(O)c1ccc(-c2ccc(-c3nc4ccccc4s3)o2)cc1	20
O=c1[nH]c2ccc(Cl)cc2c(-c2ccccc2)c1Sc1nc2ccccc2o1	5
CCOC(=O)COc1c(Cl)cc(C(C2C(=O)NC(=S)N(C)C2=O)C2C(=O)NC(=S)N(C)C2=O)cc1OC (configuration not stated)	5
N#CC1C(=N)C(C#N)(C#N)[C@H](c2cccc(Cl)c2)[C@H]2CN(Cc3ccccc3)CC=C12 (some centres not stated)	1
Cn1c(COc2ccc(C(C)(C)C)cc2)n[nH]c1=S	-4
CCOC(=O)NC(=S)NN(C)c1nc(C)cnc1C	-3
COc1ccc2nc(NC(=O)c3nc(S(=O)(=O)Cc4cccc(C)c4)ncc3Cl)sc2c1	4
COc1ccccc1NC(=O)C(C/C=C(/C)Cl)C(C)=O (configuration not stated)	1
Cc1ccc(-c2ccc(C)s2)s1	6
COc1ccc(CN2C(=O)/C(=C/c3cc(Cl)c(OC)c(Br)c3)SC2=Nc2ccccc2)cc1	0
CCOC(=O)C(C)NC(=O)C1CCN(c2ncnc3c2nc2n3CCCCC2)CC1 (configuration not stated)	-12
CCOC(=O)c1c(NC(=O)c2ccc([N+](=O)[O-])cc2[N+](=O)[O-])sc(C)c1-c1ccc(Cl)cc1	-12
CCCSc1ncc(Cl)c(C(=O)Nc2ccc(S(=O)(=O)Nc3ncccn3)cc2)n1	-5
CC1(C)CC(/C=C/c2ccco2)=CC(=C(C#N)C#N)C1	-3
CCCn1ncc(CN2C[C@H]3OC(=O)N(CCc4ccccn4)[C@H]3C2)c1C	2
COc1ccc(OC)c(NC(=O)C2CCCC2)c1	6
Cn1c(=O)c2c(nc3n(Cc4ccco4)c(-c4ccc(F)cc4)cn23)n(C)c1=O	-10
COc1ccc(Cc2nc3c4cnn(-c5cccc(F)c5)c4ncn3n2)cc1	-11
NC1=NC(c2ccncc2)C(c2ccc(Cl)cc2Cl)S1 (configuration not stated)	-8

In the list so far, these contain a CF3 group.
SMILES	RBX1-CUL1 inh
FC(F)(F)C1(C(F)(F)F)N=C(c2ccncc2)OC(N2CCCCC2)=N1	-7
Cc1cc(C)cc(N2C(=O)CC(c3ccc(C(F)(F)F)cc3)C3=C2COC3=O)c1 (configuration not stated)	4
O=S(=O)(Nc1cccc2c1CCCC2)c1cccc(C(F)(F)F)c1	-3
CCOc1ccccc1NC(=O)CC(O)(C(F)(F)F)C(F)(F)F	1

A portion of the library (hit frequency here may not be typical).
